# Source: PubChem
# Mdm2-MdmX inh – human Mdm2/MdmX binding inhibition; SaOS-2 split-luciferase Mdm2/MdmX complementation, luminescence; inhibition, % at 8 µM; O15151+Q00987; AID 485346; actives 3% (n = 330,000);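 active means inhibition of at least 50% at 8 µM in the primary screen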
# APJ agonist – APJ receptor agonism; activation, % at 20 µM; CHO-K1 APJ PathHunter beta-arrestin, luminescence; 0% DMSO wells, 100% apelin; P35414; actives 0.11% (n = 330,000);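 active means activation more than six SD over the plate average, tested at 20 µM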;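 further: 0% = DMSO alone and 100% = apelin-13 at 10 nM; some results filed as inactive read as strong as hits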
# Target sequence (P35414 whole entry, looked up): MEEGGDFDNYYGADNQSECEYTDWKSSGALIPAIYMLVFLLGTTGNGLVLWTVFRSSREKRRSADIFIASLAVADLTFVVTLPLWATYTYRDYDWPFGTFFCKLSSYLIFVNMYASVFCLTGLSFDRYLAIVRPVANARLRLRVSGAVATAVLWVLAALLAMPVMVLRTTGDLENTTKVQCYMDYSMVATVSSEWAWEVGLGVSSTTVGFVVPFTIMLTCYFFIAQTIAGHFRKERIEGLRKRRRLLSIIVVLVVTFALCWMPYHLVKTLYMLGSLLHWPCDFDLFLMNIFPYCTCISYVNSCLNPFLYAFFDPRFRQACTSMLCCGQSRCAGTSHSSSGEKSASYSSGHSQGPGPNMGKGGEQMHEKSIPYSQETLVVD
#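 system = engineered CHO-K1 APJ arrestin reporter cells | input = 1000 cells per well | timing = overnight seeding, 90 min compound at 25 °C, 1 h detection | measured by = enzyme-fragment complementation luminescence | read-out = beta-arrestin recruitment to APJ as agonist activity, luminescent signal | control set = negative DMSO alone, positive Apelin-13 at 10 nM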
# UPR XBP1 act – activators of adaptive arm of unfolded protein response (XBP1); CHO-XBP1 luciferase reporter, IRE1-XBP1 UPR activation, luminescence; percent of tunicamycin response, DMSO as zero; activation, % at 20 µM; actives 0.33% (n = 330,000); AID 463104;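 active means versus positive control, 20 µM dose yields 30% or more activation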;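 further: 100% = tunicamycin at 10 µg/mL and 0% = DMSO only wells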
#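 Material: CHO-XBP1 cells stably carrying IRE1-XBP1-driven luciferase reporter | Medium: F12 with 10% serum | Compound dosing: 20 µM single concentration, DMSO 1% | Incubation: Overnight seeding at 37 °C, 6 h compound treatment at 37 °C | Detection: Steady-Glo luminescence read | Read-out basis: % activation of reporter signal versus tunicamycin and DMSO controls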
# tim23-1 inh – inhibits growth of tim23-1 mutant yeast; S. cerevisiae tim23-1 growth, BacTiter-Glo luminescence, 24 h; inhibition, % at 20 µM; actives 1.3% (n = 330,000); AID 463212;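 active means growth inhibition of the mutant yeast at or above 50%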;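 further: temperature-sensitive mutant grown at 25 °C; plate controls were DMSO-treated mutant yeast for no effect and medium wells lacking yeast for full effect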
# Jurkat NFkB inh – lowers PMA/ionomycin-induced NF-kB signal in Jurkat cells. PMA/ionomycin-induced NF-kB luciferase reporter, luminescence. inhibition, % at 4 µM. actives 0.53% (n = 330,000); in the data active means inhibition above about 50%
# 697 NFkB inh – lowers PMA/ionomycin-induced NF-kB signal in 697 B cells; 697 B-cell NF-kB luciferase reporter, 16 h; inhibition, % at 4 µM; actives 0.33% (n = 330,000); in the data active means inhibition above about 35%
# CHOP UPR activ – apoptotic UPR (CHOP) activation; CHO-CHOP luciferase reporter, luminescence; percent of tunicamycin response over DMSO baseline; activation, % at 10 µM; actives 0.34% (n = 330,000); AID 449763;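 active means at 10 µM dose, activation of 40% or more, normalized to positive control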;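 further: 100% = tunicamycin at 10 µg/mL and 0% = DMSO alone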
#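 Assay system: CHO cells with stable CHOP pathway luciferase reporter; Buffer or medium: F12 plus 10% serum; Times: 16-18 h cell attachment, then 6 h compound exposure, 37 °C; Signal: luciferase luminescence; Read-out basis: percent activation relative to tunicamycin control; Control set: tunicamycin high control, DMSO low control.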
# APJ antagonist – blocks the human apelin receptor APJ; P35414; CHO-K1 APJ beta-arrestin complementation, luminescence; inhibition, % at 20 µM; actives 0.32% (n = 330,000);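 active means inhibition above about 40% at 20 µM, limit read from the data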;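 further: cells challenged with 10 nM apelin-13 agonist together with compound; plate controls were apelin-13 plus DMSO wells for no effect and DMSO wells lacking apelin-13 for full effect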
# Active calls of the source: *; & = joins results of further samples. Only part of the results is shown, so the mix of outcomes need not match the whole.
SMILES,Mdm2-MdmX inh,APJ agonist,UPR XBP1 act,tim23-1 inh,Jurkat NFkB inh,697 NFkB inh,CHOP UPR activ,APJ antagonist
C[C@]12CCC3C(CC[C@H]4C[C@H](O)CC[C@]34C)C1[C@@H](O)C[C@@H]2O (some centres not stated),-2,1,-1,0,-2,-11,-1.9,-10
O=C(CCCc1ccccc1)NCCc1cnc[nH]1,1,-3,3,-4,-16,-34,-1.4,9
N#Cc1ccc(N2CCNCC2)c(F)c1,17,0,3,7,21,5,-0.8,23
O=C(Oc1ccc([N+](=O)[O-])cc1)N1CCC(N2CCCCC2)CC1,-7,-1,-2,-6,-10,4,0.7,10
COc1cc(OC)c(OC)cc1/C=C1/C(=O)NC(=O)N(Cc2ccccc2)C1=O,13,-4,1,3,-9,6,1.6,2
CC(=O)Nc1nc(CCl)cs1,3,-4,1,12,0,11,-1.2,-3
Cc1ccc(CS(=O)(=O)Cc2ccc(C(=O)N3CCC4(CC3)OCCO4)o2)cc1,2,3,-4,16,3,-20,-1.5,12
Cc1ccc(Cn2nnnc2CN2CCC(n3nnc4cc(C(F)(F)F)ccc43)CC2)cc1,71*,3,2,18,-5,-15,1.2,-4
O=C1CN=C(c2ccccc2)c2ccccc2N1Cc1ccc(C(F)(F)F)cc1,15,-5,-3,30,-3,-16,0.8,-2
CC1CCN(CCc2nc3ccccc3[nH]2)CC1,-21,-4,3,16,-85,-38,-0.5,-9
N#CC(C#N)=Cc1cccnc1,-6,-3,-1,7,-22,11,-0.2,-6
N#CC1(c2ccccc2)CCN(C2CC(=O)N(c3cccc(F)c3)C2=O)CC1 (configuration not stated),-10,-3,-3,13,-28,-17,0.0,-4
O=C(CCCCCn1c(=S)[nH]c2ccccc2c1=O)N1CCC2(CC1)OCCO2,13,-2,-2,24,-7,7,-2.9,-6
C=CC1CN2CCC1CC2C(OC(C)=O)c1ccnc2ccc(OC)cc12 (configuration not stated),26,-2,0,-10,4,1,-0.8,2
CC12CC[C@H]3[C@@H](CCC4(O)C[C@H](O)CCC34/C=N/NC(=O)c3ccc(O)cc3)C1(O)CCC2C1=CC(=O)OC1 (some centres not stated),-23,-5,-2,9,-5,8,-0.4,-25
O=[N+]([O-])/C=C1\NCCN1Cc1ccc(Cl)nc1,10&0,-2&1,-2&1,-5&-8,16&-1,7&-5,1.6&-1.8,5&-4
Cc1cc(C(=O)Nc2ccc3c(c2)OCCO3)nn1C(C)(C)C,-79,0,-1,26,-74,-106,4.4,11
COc1ccc(N2C(=O)NC(=O)/C(=C\c3cn(C)c4ccccc34)C2=O)cc1,8,3,0,-8,1,18,0.7,12
COc1cc2c(c(OC)c1OC)-c1ccc(O)c(=O)cc1[C@@H](NC(C)=O)CC2,50,0,-3,-2,-11,0,-0.2,2
CC1=NOC2(C)Nc3ncnn3C(c3ccccc3)C12 (configuration not stated),8,0,0,3,-11,-6,-0.1,1
Cc1nc2ccccc2c(=O)n1-c1cccc([N+](=O)[O-])c1,-3,3,0,0,2,12,-0.3,12
Nc1cncc(C(=O)O)c1,26&-8,0&-1,1&-1,-12&4,11&9,4&8,2.4&-0.5,0&3
C[C@]12CCC(=O)CC1CCC1C2CC[C@]2(C)C(OC(=O)CCC(=O)O)CCC12 (some centres not stated),11,-1,-3,22,12,-1,1.3,22
CCc1ccc(N2C(=O)NC(=O)/C(=C/c3cccn3CCOc3ccc(C(C)CC)cc3)C2=O)cc1 (configuration not stated),-85,1,22,20,2,-52,23,-13
CCC(C)n1c(O)c(C=NCc2cccnc2)c(=O)[nH]c1=S (configuration not stated),15,2,0,-2,-3,2,1.3,17
CN1CCN(S(=O)(=O)c2cnc(Cl)c(Br)c2)CC1,9,-6,1,-10,-4,15,0.2,6
CC(=O)N1CC(=O)Nc2ccc(Cl)cc2C1c1ccc(F)cc1 (configuration not stated),-14,-3,0,7,-5,15,0.7,20
Cc1nn(Cc2ccccc2)c(Cl)c1C(=O)NC1CCCc2ccccc21 (configuration not stated),-18,-1,-1,25,3,-2,25,15
CCC(=O)O[C@@H]1[C@@H](OC(C)=O)[C@@]2(O)C(C[C@H](O)C2(C)C)[C@](C)(O)[C@H]2CC[C@@H]3[C@@H](O)[C@]12C[C@@]3(C)O (some centres not stated),2,0,0,0,-2,-9,-0.2,-63
Cc1cc(NC(=O)COC(=O)c2c(C)nn(Cc3ccccc3)c2Cl)no1,-8,-3,-2,16,-4,-1,-0.2,4
CCOc1cccc(=NC2CCCCC2)c2c(C)n(C)c(C)c12,54*,7,-2,13,7,3,8.1,15
COc1cc(OC)c(OC)cc1CNCCc1cccc(F)c1,-25,-3,1,-7,-3,13,1.5,16
O=c1[nH]c(O)c(N=Nc2ccc3c(c2)OCCO3)c(=O)[nH]1,58*,0,-7,16,21,-80,-7.8,13
O=C1CN=C(c2ccccc2F)c2cc(Cl)ccc2N1,14,-2,-4,-11,-5,-1,3.6,3
O=c1[nH]c(CN2CC=C(c3ccccc3)CC2)nc2scc(-c3cccs3)c12,-1,-6,-2,17,16,16,-1.4,11
CC1C(OC(=O)CCC(=O)NC(C)(C)CO)O[C@H]2OC3(C)CC[C@H]4[C@H](C)CCC1C24OO3 (some centres not stated),38,11,1,11,1,0,7.7,-29
CCC12CN3CCN(CC(C3)/C1=N/NC(=O)c1ccncc1)C2,22,-1,-1,4,6,4,-1.7,3
CC(C)CCP(=O)(O)c1ccccc1,-9,-1,2,-1,4,6,2.5,15
CC(Cc1ccccc1)NC(=O)Cc1ccc(N(C)C)cc1 (configuration not stated),13,0,0,4,15,15,3.6,-11
O=C(NC1CONC1=O)OCC(Cl)(Cl)Cl (configuration not stated),14,0,0,-3,6,3,-0.3,3
Cc1cccc(CN2CCN(c3ccc(Cl)cc3)CC2)c1,-19,-1,1,9,-1,5,1.2,2
O=c1cccc2n1CC1CC2CN(C(c2cccc(F)c2)c2sc3ncnn3c2O)C1 (configuration not stated),21,4,1,-6,-1,11,2.1,18
COc1cccc(C(=O)C2CCCN(Cc3cccc(C)n3)C2)c1 (configuration not stated),8,-3,0,-7,-2,-24,2.8,-2
COc1ccc(-n2c(O)c(C(C)=NCc3ccco3)c(=O)[nH]c2=O)cc1,-15,-2,0,1,-4,-11,-0.3,0
COc1ccccc1-n1c(O)c(C=NCCN2CCNCC2)c(=O)[nH]c1=O,5,-4,-1,3,-20,7,-0.3,0
COc1cccc(C2=NOC(C(=O)N3CCC4(CC3)OCCO4)C2)c1 (configuration not stated),-37,-2,0,7,-39,-23,2.4,39
O=C1NC(=O)N(c2ccc3c(c2)OCO3)C(=O)/C1=C/c1cccs1,15,-1,13,17,-9,-18,16,24
CN1CC(C(=O)c2ccc(Cl)cc2)C(c2ccccc2F)C1 (configuration not stated),11,-4,1,2,-7,0,-0.5,7
CCOC(=O)/C(=N\Nc1ccccc1)N1CC1,12,-4,-1,19,-17,-28,-0.8,15
CCc1ccc(C2=NN(CCC(=O)N3CCC4(CC3)OCCO4)C(=O)CC2)cc1,14,-3,4,25,14,15,-1.2,16
CNCCCc1ccccc1,20,-3,1,-9,2,17,-1.3,7
COc1ccc(/C=C2/C(=O)NC(=O)N(c3ccccc3)C2=O)cc1CN1C(=O)c2ccccc2C1=O,-1,-2,-1,6,0,-7,0.8,-11
O=C(C1CCCN(c2nnc(-n3cccc3)s2)C1)N1CCC2(CC1)OCCO2 (configuration not stated),0,1,-2,16,-4,-16,0.2,2
CC(=O)OC1N=C(c2ccccc2)c2cc(C)ccc2NC1=O (configuration not stated),7,-2,-3,-1,-10,7,-0.4,9
COC(=O)C1=C(c2cc3ccccc3o2)C[C@@H]2CC[C@H]1N2C(=O)NCc1ccco1,21,-6,-2,16,11,35,2.0,9
CC1CN(CC(=O)c2ccccc2Cl)CC(C)O1 (configuration not stated),-12,-6,-3,13,-11,4,3.9,16
C1=C(c2ccccc2)CCNC1,23,-3,0,6,2,-7,2.2,0
c1ccc(CNCCc2c[nH]c3ccccc23)cc1,-1,0,-1,22,-3,-30,-1.1,16
COc1ccc(CC2C(=O)N(C)C(=O)N(C)C2=O)c(OC)c1,-5,1,-1,26,-1,-2,1.8,3
C1CCC2S[C@H]3CCCCC3NC2C1 (some centres not stated),15,1,-3,-16,-15,3,0.4,-10
# (next part)
SMILES,Mdm2-MdmX inh,APJ agonist,UPR XBP1 act,tim23-1 inh,Jurkat NFkB inh,697 NFkB inh,CHOP UPR activ,APJ antagonist
c1ccc(CCN2CCC(N3CCN(c4ccccc4)CC3)CC2)cc1,-25,-4,-2,-82,-4,-37,-2.1,3
O=c1c2ccccc2nc(N2CCCC2)n1-c1ccccc1,5,-2,-2,19,-1,2,-0.1,15
C[n+]1c(-c2ccccc2)cc(-c2ccc(O)cc2)cc1-c1ccccc1,16,-2,-3,29,2,17,4.2,8
CC(=O)c1cn(Cc2ccccc2F)c2ccccc12,23,-2,-2,19,38,11,4.7,9
COc1ccc(CCC(=O)N2C[C@H]3C[C@@H](C2)c2cccc(=O)n2C3)cc1,2,-4,-3,3,0,4,-1.0,3
COc1ccc(-n2c(O)c(C(C)=NCCc3c[nH]c4ccccc34)c(=O)[nH]c2=O)cc1,7,-2,-1,-1,12,0,0.1,-5
Cc1nc2ccccc2c(=O)n1-c1cccnc1,4,1,0,5,6,24,0.6,4
Cc1ccccc1CN1CCN(c2ccc(Cl)cc2)CC1,-18,-4,0,14,0,2,-1.2,-4
COC(=O)C1=C(c2ccc(-c3ccccc3)c(F)c2)C[C@@H]2CC[C@H]1N2C(=O)N1CCOCC1,25,-4,-5,41,21,1,0.1,2
Cc1[nH]c2ccccc2c1CCNCc1cccnc1,21,-2,0,4,6,25,-1.9,15
CCC(=NC(C)c1ccccc1)c1c(O)[nH]c(=O)[nH]c1=O (configuration not stated),37,1,4,-8,-4,10,2.1,20
COc1ccc(-n2c(O)c(C=NCCN(C)C)c(=O)[nH]c2=O)cc1,20,-1,-2,-1,2,15,-0.1,9
CCC(CO)(C(=O)OC1C[N+]2(C)CCC1CC2)c1ccccc1 (configuration not stated),-1,-4,-4,-9,-1,0,-1.4,-5
COc1cc(C(CN)CC(=O)O)ccc1O (configuration not stated),-8,-3,-1,6,1,16,-0.2,-7
Cc1ccc2c(c1)CC1(CN2C)C(=O)NC(=O)N(CCC2=CCCCC2)C1=O (configuration not stated),12,-1,-3,25,4,9,3.4,-16

# Some of the entries above, set out differently:
CC(=O)c1cn(Cc2ccccc2F)c2ccccc12
  Mdm2-MdmX inh = 23
  APJ agonist = -2
  UPR XBP1 act = -2
  tim23-1 inh = 19
  Jurkat NFkB inh = 38
  697 NFkB inh = 11
  CHOP UPR activ = 4.7
  APJ antagonist = 9
N#CC1(c2ccccc2)CCN(C2CC(=O)N(c3cccc(F)c3)C2=O)CC1 (configuration not stated)
  Mdm2-MdmX inh = -10
  APJ agonist = -3
  UPR XBP1 act = -3
  tim23-1 inh = 13
  Jurkat NFkB inh = -28
  697 NFkB inh = -17
  CHOP UPR activ = 0.0
  APJ antagonist = -4
Cc1cc(NC(=O)COC(=O)c2c(C)nn(Cc3ccccc3)c2Cl)no1
  Mdm2-MdmX inh = -8
  APJ agonist = -3
  UPR XBP1 act = -2
  tim23-1 inh = 16
  Jurkat NFkB inh = -4
  697 NFkB inh = -1
  CHOP UPR activ = -0.2
  APJ antagonist = 4
